Abeta yeast res – A-beta toxicity reversal in yeast; yeast expressing A-beta42, growth rescue, OD600, 48 h; response scale: 0% DMSO, 100% iron-clioquinol control; Potency, µM (top dose mostly 46.1 µM), for inactives: at the top dose growth rescue, hits mostly activators; hit rate 0.063% among 410,000; AID 1347071; also: potency is read from the fitted curve at half-maximal effect; nearly all actives have a fitted effect of over 55% in size
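Yeast A-beta toxicity model in growth medium with pinned compounds, 48 h at 30 C; growth read as absorbance at 600 nm. Normalized to FeCl3/clioquinol equimolar mix (positive) and DMSO (negative).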
Akt phos inh – Akt phosphorylation inhibition | Neuro2A IGF-stimulated pAkt S473 HTRF, 20 min; hits give low values | hit rate 0.32% among 360,000 | activity change, % for hits at 50 µM; in the data active = activity change below about -80%; inconclusive = mostly about -51% to -80%; also: % is scaled to controls: 0 for no effect and ±100 for the full control effect
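Neuro2A cells in DMEM with 0.5% FBS, overnight at 37 deg C, given compound at single 50 µM final, then IGF (6 nM final) for 20 min at 37 deg C. Lysed; phospho-Akt Ser473 by HTRF after 24 h, 665/615 ratio.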
GLP1R cytotox – cytotoxicity counter-screen for GLP-1 receptor inverse agonists. hit rate 0.13% among 410,000. HEK293 cAMP-luciferase reporter cells, luminescence, 24 h. Potency, µM (top dose mostly 38.3 µM), for the others: top-dose activity change, negative = inhibition, actives largely listed as inhibitors;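 also: loss of luciferase light is scored as toxicity; potency is read from the fitted curve at half-maximal effect; % is scaled to controls: 0 for no effect and ±100 for the full control effect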
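1536-well qHTS counterscreen of the MLSMR; 200 cells/uL, 12 h pre-incubation, 23 nL cpd, 24 h at 37 deg C 5% CO2, luciferase detection reagent, 12 min RT, luminescence. Inhibition = undesired.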
GLP1R inv ag – inverse agonists of human GLP-1 receptor; hit rate 1.6% among 410,000; Potency, µM (top dose mostly 38.3 µM), for the others: at the top dose activity change, negative = inhibition, most hits filed as inhibitors; HEK293 GLP-1R CRE-luciferase, luminescence, 24 h; GLP-1R form is constitutively active; P43220; also: potency is read from the fitted curve at half-maximal effect; % is scaled to controls: 0 for no effect and ±100 for the full control effect; nearly all actives have a fitted effect of over 55% in size
Target sequence (P43220 whole entry, looked up): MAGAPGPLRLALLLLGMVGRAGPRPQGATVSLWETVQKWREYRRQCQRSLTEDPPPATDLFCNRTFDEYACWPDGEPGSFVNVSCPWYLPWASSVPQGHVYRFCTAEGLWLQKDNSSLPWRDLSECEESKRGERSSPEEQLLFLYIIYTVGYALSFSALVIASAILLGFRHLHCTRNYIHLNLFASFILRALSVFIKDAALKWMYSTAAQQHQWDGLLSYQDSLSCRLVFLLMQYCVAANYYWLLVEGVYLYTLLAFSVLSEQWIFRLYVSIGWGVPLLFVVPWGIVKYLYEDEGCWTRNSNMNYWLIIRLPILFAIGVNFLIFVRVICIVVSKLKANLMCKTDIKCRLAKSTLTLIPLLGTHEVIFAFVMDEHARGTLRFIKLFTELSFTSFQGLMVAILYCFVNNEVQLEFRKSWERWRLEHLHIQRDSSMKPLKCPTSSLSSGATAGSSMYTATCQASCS
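GLP-1R inverse agonism mode: basal reporter luminescence in engineered HEK293 cells measured after one day of compound exposure at 37 deg C, with a 12 min room-temperature detection step.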
TDP43 rescue – TDP-43 toxicity inhibition in yeast; TDP-43 expressing yeast growth rescue, BacTiter-Glo, 24 h; AID 652104; hit rate 1.8% among 410,000; Potency, µM (titrated, usually from 46.1 µM), without a hit: top-dose growth rescue (activation), actives largely listed as activators; also: potency is read from the fitted curve at half-maximal effect; % of control where 0% means no effect; nearly all actives have a fitted effect of over 50% in size
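Yeast cells expressing TDP-43 under galactose induction are exposed to compounds for 24 hr at 30 deg C. BacTiter-Glo luminescence measures growth, so protective compounds score as activators.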
FUS suppressor – rescues growth of FUS-expressing yeast | Potency, µM (series often up to 76.6 µM), without a hit: top-dose growth rescue (activation), actives largely listed as activators | S. cerevisiae FUS-expressing, growth rescue, OD600, 24 h | hit rate 0.24% among 390,000;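 also: potency is read from the fitted curve at half-maximal effect; plate controls were DMSO vehicle for no effect and reference control for full effect; nearly all actives have a fitted effect of over 55% in size; some results filed as inactive show a strong effect at the top dose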
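Absorbance at 600 nm, taken 24hr after compound addition, measured rescue of FUS-yeast growth at 30C. Induction used 2% galactose with seeding at OD 0.005. Controls: CP55940 from 92uM final, DMSO only.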
MmCpn inh – inhibitors of Methanococcus maripaludis chaperonin (MmCpn). Potency, µM (titrated, usually from 76.9 µM), without a hit: top-dose activity, negative = inhibition, most hits filed as inhibitors. purified Mm-Cpn ATPase, ADP Transcreener TR-FRET. hit rate 0.031% among 330,000; also: potency is read from the fitted curve at half-maximal effect; % is scaled to controls: 0 for no effect and ±100 for the full control effect; nearly all actives have a fitted effect of over 80% in size
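Purified archaeal chaperonin (25 nM final) was preincubated with compound for 10 min at 37°C, then ATP (10 uM final) was added for 30 min at 37°C in Tris pH 7.4/KCl/MgCl2/DTT buffer. ADP was quantified by HTRF Transcreener TR-FRET.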
aSyn rescue – inhibitors of alpha-synuclein toxicity in yeast | Yeast expressing alpha-synuclein, growth rescue, BacTiter-Glo, 24 h | Potency, µM (highest dose often 46.1 µM), for inactives: top-dose growth rescue (activation), hits mostly activators | hit rate 0.14% among 370,000 | AID 652106; also: potency is read from the fitted curve at half-maximal effect; % of control where 0% means no effect; nearly all actives have a fitted effect of over 65% in size
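Readout is rescue of growth in alpha-synuclein-expressing yeast, so inhibitors of toxicity appear as activators. Growth after 24 hr at 30 deg C in galactose medium is quantified by luminescence.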
PTHR1 ag – activates the human parathyroid hormone receptor PTHR1; Potency, µM (doses to about 115 µM), without a hit: at the top dose activation, hits mostly activators; AID 743266; Q03431; hit rate 0.075% among 410,000; HEK293 GP2 PTHR1 cells, GloSensor cAMP luminescence, 1 h; also: potency is read from the fitted curve at half-maximal effect; nearly all actives have a fitted effect of over 55% in size; some results filed as inactive show a strong effect at the top dose; inactives centre near -15; many of its hits are not listed in these tables
Target sequence (Q03431 whole entry, looked up): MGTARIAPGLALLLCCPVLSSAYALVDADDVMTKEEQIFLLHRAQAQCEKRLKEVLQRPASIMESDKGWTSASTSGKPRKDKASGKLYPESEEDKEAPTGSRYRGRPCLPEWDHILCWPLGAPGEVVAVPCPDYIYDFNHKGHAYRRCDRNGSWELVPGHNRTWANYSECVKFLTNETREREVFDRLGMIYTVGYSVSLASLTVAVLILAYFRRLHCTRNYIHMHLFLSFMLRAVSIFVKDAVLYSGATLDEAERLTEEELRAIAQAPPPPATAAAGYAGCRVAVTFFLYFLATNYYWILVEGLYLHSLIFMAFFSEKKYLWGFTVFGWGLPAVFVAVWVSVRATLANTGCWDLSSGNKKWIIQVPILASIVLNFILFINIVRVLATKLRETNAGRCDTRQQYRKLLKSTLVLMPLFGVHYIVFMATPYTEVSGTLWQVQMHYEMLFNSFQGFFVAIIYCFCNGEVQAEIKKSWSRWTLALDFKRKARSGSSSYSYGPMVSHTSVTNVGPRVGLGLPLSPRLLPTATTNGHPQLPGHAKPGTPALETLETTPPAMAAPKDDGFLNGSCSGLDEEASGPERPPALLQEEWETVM
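HEK-293-derived GP2 cells expressing PTHR1 and a GloSensor cAMP reporter, 3,000/well, plated overnight, given luciferin plus IBMX (each 0.5 mM as added) for 1 h at 37 °C, then compound for 1 h at 37 °C. Luminescence was read after 15 min at room temperature.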
* marks the source's active call; other numbers are inactive results; i = inactive; ? = inconclusive; nt = not tested or not shown; & = joins results of further samples; [ ] = remark or other dose. Unless noted, calls follow the shape of the dose curve; as a rule, active = well fitted curve in the direction sought with a large enough effect; inconclusive = small, poorly fitted or top-dose-only effect, or another doubt; inactive = no such curve, though single readings can be large; an effect the other way counts as inactive or inconclusive. Only part of the results is shown; the hit share may differ from the screen's.

SMILES	Abeta yeast res	Akt phos inh	GLP1R cytotox	GLP1R inv ag	TDP43 rescue	FUS suppressor	MmCpn inh	aSyn rescue	PTHR1 ag
COc1ccc(NC(=O)CNCc2cccs2)c(OC)c1	4%	i	-10%	10%	27%	-13%	nt	1%	-5%
Cc1cc(C(=O)NNC(=O)c2ccc(Cl)cc2)c2ccccc2n1	1%	i	2%	-1%	6%	12%	0%	0%[1.84 µM]	-4%
O=C(Nc1nnc(Cc2ccc(F)cc2)s1)Nc1ccccc1F	-18%	i	?	0%	9%	-7%	1%	1%	i
O=C(CCS(=O)(=O)c1cccc2nonc12)Nc1ccc(Br)cc1	-18%&7%	i	1%&11%	?	-1%	1%&-16%	1%	2%	-49%&-3%[inhibitor]
COc1ccc(CN2CCCCC2C)cc1C (configuration not stated)	3%	i	-4%	-22%	-6%	-9%	2%	0%	-4%[57.5 µM]
C/C(=N\NC(=O)CNc1ccc(F)cc1)c1cc2ccccc2o1	-3%	i	-13%[7.66 µM]	-24%[7.66 µM]	6%[9.22 µM]	30%	-2%	7%	-25%
CCOC(=O)C(C)N1N=C(/C=C/c2ccc(C)cc2)CCC1=O (configuration not stated)	3%	i	0%	?	-16%	?	-1%	-2%	6%[57.5 µM]
CS(=O)(=O)N(Cc1ccccc1)c1ccc(C(=O)Nc2ccc3c(c2)OCO3)cc1	5%	i	4%	?	4%	33%	?	0%	-47%
CCOc1cc(C#N)ccc1OCC(=O)N1CCc2ccccc2C1	3%	i	1%	22%	27%	25%	1%	-4%	-88%[inhibitor]
Cc1ccc(Nc2cc(C)nn2-c2nc(C)cc(=O)[nH]2)cc1	-85%[inhibitor]	i	?	?	?	43%	2%	-16%	-24%
COc1ccc(NC(=O)c2ccc(COc3ccccc3)o2)cc1	7%	i	-4%	-6%	?	11%	-1%	-1%	-11%[57.5 µM]
CCC(Sc1ccc2nnc(-c3ccc(OC)c(OC)c3)n2n1)C(=O)O (configuration not stated)	4%	i	-8%	-2%	-11%	5%	-6%	0%	i
CCOc1ccc(N2CC(C(=O)Nc3cccc(S(=O)(=O)N4CCCCC4)c3)CC2=O)cc1 (configuration not stated)	15%	i	6%	?	-16%	41%	2%	1%	-23%
C/C(CC(=O)NCc1ccco1)=N\NC(=O)CC#N	-6%	i	2%	12%	11%	3%	1%	0%	i
Cc1ccc(CNC(=O)c2ccc(CS(=O)Cc3cccc(Cl)c3)o2)cc1 (configuration not stated)	7%&-1%	i	-17%&4%	?	9%&23%	22%&7%	1%	-1%	-3%&-15%
CCc1ccccc1NC(=O)N1CCCc2ccccc21	-3%	i	-3%	-5%	28%	-11%	-1%	11%	-21%
CC(C)C1N(C(=O)N2CCOCC2)CCN1S(=O)(=O)c1ccccc1 (configuration not stated)	1%	i	-6%	-3%	18%	7%	-2%	3%	-12%
CN(C/C=C/c1ccccc1)Cc1cccc2ccccc12	12%	i	-1%	?	0%	-30%	-1%	-5%	-17%
O=C(Nc1ccc2c(c1)OCO2)Nc1ccc(Cl)cc1Cl	18%	nt	-8%	-7%	9%	-15%	0%	nt	-13%
COc1ccccc1/C=C/CN1CCC(Oc2ccc(C(=O)N3CCCC3)cc2)CC1	3%	i	?	?	-11%	18%	0%	0%	-2%
COC(=O)[C@H](C)NC(=O)c1cc2c(cn1)[nH]c1ccccc12	-57%[inhibitor]	i	-5%	13%	-93%[inhibitor]	34%	-1%	-3%	i
COCc1cccc(-c2csc(C(O)c3cccc(OC)c3)n2)c1 (configuration not stated)	-5%	i	10%	?	?	13%	nt	20%	i
O=C(NC1CCCC1)c1cc(-c2ccc(Cl)cc2Cl)on1	-6%	i	18%	4%	6%	-8%	4%	0%	-6%
COc1ccccc1NC(=O)NCCc1c[nH]c2ccccc12	17%	i	-6%	-18%	20%	15%	-1%	6%	-9%
Cc1cc(F)ccc1NC(=O)c1cc(S(=O)(=O)N2CCc3ccccc32)cn1C	-4%	i	7%	?	0%	-1%	1%	-2%	-34%[inhibitor]
COc1cc(NC(=O)Nc2cc(C)on2)cc(OC)c1OC	7%	i	-2%	8%	-2%	11%	-1%	-5%	-5%
CC(=O)Nc1cc(-c2cccc(NS(C)(=O)=O)c2)cn2c(-c3cccc(C(C)=O)c3)cnc12	-18%	nt	-12%	-27%	5%	?	nt	2%	12%
COc1cccc(C(c2nnnn2CCc2ccccc2)N2CCN(c3ccccc3)CC2)c1OC (configuration not stated)	-1%	i	-31%	?	?	43%	-1%	8%	-3%[57.5 µM]
CCc1ccccc1NC(=S)N(Cc1cccs1)C1CCCC1	?	i	0%	-25%	5%	-8%	-1%	-6%	-18%
Cn1c(=O)c2c(nc(NCCc3ccccc3)n2Cc2ccc(Cl)cc2)n(C)c1=O	-10%	nt	-7%	?	6%	-15%	nt	nt	-56%[inhibitor]
CCOc1cc(NC(=S)Nc2cccc(OC)c2)c(OCC)cc1NC(=O)C1CC1	6%	i	-28%	1%	21%	27%	0%	1%	-9%[57.5 µM]
Cc1ccc(S(=O)(=O)N(CC(=O)N2CCCCCC2)c2ccccc2)cc1	-2%	i	-10%	-4%	-6%	25%	0%	2%	-3%[57.5 µM]
Cc1ccc2nc3c(cc(C(=O)NCCc4ccccc4)c(=N)n3CCN3CCOCC3)c(=O)n2c1	-3%	i	136%[activator]	37%	-17%	17%	0%	-5%	-12%
Cc1c(Cl)cccc1NC(=O)CCN1CCCC(C)C1 (configuration not stated)	-9%	i	-8%	0%	-17%	21%	0%	-5%	i
CC(=O)c1cccc(NS(=O)(=O)c2ccc3c(c2)NC(=O)CC(=O)N3)c1	1%	nt	-11%	6%	23%	8%	nt	nt	-9%
Cc1ccc(S(=O)(=O)Nc2ccccc2F)cc1C(=O)N1CCN(c2ccccc2O)CC1	10%	i	-9%	-25%	4%	37%	1%	-4%	-2%
O=C1NCCCC1C(=O)N/N=C/c1cc([N+](=O)[O-])ccc1O (configuration not stated)	-38%[inhibitor]	i	-1%	-1%	12%	25%	2%	-29%	i
CCN(CC)C(=O)c1sc2nc(-c3cccs3)cc(-c3ccc(Cl)cc3)c2c1N	11%	i	450%[activator]	?	6%	14%	-1%	14%	i
O=C(NCc1cccnc1)Nc1ccc2c(c1)OCO2	-1%	i	8%	20%	17%	-20%	-9%	-4%	i
COC(=O)N/N=C(\C)c1ccc(C)c([N+](=O)[O-])c1	-4%	i	13%	0%	11%	-15%	-1%	-6%	i
CC(C)Nc1nc(Nc2ccc(C(N)=O)cc2)c2sccc2n1	-5%	i	-9%	38%[activator]	7%	-19%	nt	3%	?
COc1ccccc1OCCn1cc(/C=N/NC(=O)c2ccncc2)c2ccccc21	-12%	i	0%	-4%	13µM*	-7%	1%	10%	-16%
O=c1c2ccccc2oc2cc(C#Cc3ccccn3)ccc12	7%	i	-14%	32%[activator]	?	-10%	nt	1%	-91%[inhibitor]
Cc1ccc(OCC(=O)NC(=S)Nc2cccc(NC(=O)c3ccc(Cl)cc3Cl)c2)cc1	-4%	i	-5%	-23%	-11%	16%	-3%	0%	-7%
CCOC(=O)C1=C(CN2CCN(c3ccccc3OC)CC2)NC(=O)NC1c1ccccc1 (configuration not stated)	11%	nt	-4%	-27%	19%	-6%	nt	nt	-43%[inhibitor]
NC(=O)C1CCN(C2CC(=O)N(Cc3ccc(N4CCCC4=O)cc3)C2=O)CC1 (configuration not stated)	-10%	i	8%	9%	-13%	?	1%	-1%	-66%
O=C(CCCCn1c(=O)c2ccccc2n(CC(=O)Nc2cccc(F)c2)c1=O)NCCc1ccccc1	-8%	nt	1%	-1%	5%	-40%	nt	nt	-25%
CCOCCCNC(=S)NCCNc1nc2ccc(C)cc2cc1C#N	-3%	i	-23%	-36%	-9%	9%	0%	-2%	-1%

Compound profiles, from the list above. Order of screens: Abeta yeast res | Akt phos inh | GLP1R cytotox | GLP1R inv ag | TDP43 rescue | FUS suppressor | MmCpn inh | aSyn rescue | PTHR1 ag
O=C(NCc1cccnc1)Nc1ccc2c(c1)OCO2 is listed with -1% | i | 8% | 20% | 17% | -20% | -9% | -4% | i
Cc1ccc(S(=O)(=O)N(CC(=O)N2CCCCCC2)c2ccccc2)cc1 is listed with -2% | i | -10% | -4% | -6% | 25% | 0% | 2% | -3%[57.5 µM]
Cc1c(Cl)cccc1NC(=O)CCN1CCCC(C)C1 (configuration not stated) is listed with -9% | i | -8% | 0% | -17% | 21% | 0% | -5% | i
Cc1ccc(S(=O)(=O)Nc2ccccc2F)cc1C(=O)N1CCN(c2ccccc2O)CC1 is listed with 10% | i | -9% | -25% | 4% | 37% | 1% | -4% | -2%
CCN(CC)C(=O)c1sc2nc(-c3cccs3)cc(-c3ccc(Cl)cc3)c2c1N is listed with 11% | i | 450%[activator] | ? | 6% | 14% | -1% | 14% | i

Assay outcomes as filed in PubChem.
